From PubChem
D2 antagonist: antagonists of human D2 dopamine receptor. 2% of 340,000 active. AID 485344. P14416. inhibition, % at 10 µM. HEK293 TREx D2 cells, calcium flux, dopamine EC80; in the data active = inhibition above about 30%; also: 0% is about no effect
Target sequence (P14416 whole entry, looked up): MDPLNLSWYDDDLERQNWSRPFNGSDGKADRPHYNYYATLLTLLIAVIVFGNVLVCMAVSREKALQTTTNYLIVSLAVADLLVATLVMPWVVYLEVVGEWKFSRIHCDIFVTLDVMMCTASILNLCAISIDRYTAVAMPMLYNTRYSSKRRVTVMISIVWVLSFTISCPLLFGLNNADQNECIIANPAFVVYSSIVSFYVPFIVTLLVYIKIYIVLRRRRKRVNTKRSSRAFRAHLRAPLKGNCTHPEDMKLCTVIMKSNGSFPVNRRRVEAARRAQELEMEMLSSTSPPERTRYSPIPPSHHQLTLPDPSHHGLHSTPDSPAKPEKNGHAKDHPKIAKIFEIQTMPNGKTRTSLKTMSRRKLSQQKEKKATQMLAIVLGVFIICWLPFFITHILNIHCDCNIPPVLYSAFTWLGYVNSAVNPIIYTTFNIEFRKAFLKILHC
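Overnight-induced (tetracycline, 30 C) HEK293 T-REx cells carrying force-coupled D2 receive a no-wash calcium dye, then compound, then EC80 dopamine at 180 s; signals are read kinetically throughout.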
D2 PAM: positive allosteric modulators of human D2 dopamine receptor; P14416; potentiation, % at 10 µM; AID 485347; 0.34% of 340,000 active; HEK293 T-REx D2, calcium flux, EC20 dopamine potentiation;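 active = potentiation over 3 SD above the plate norm, cut at about 30% in these data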; also: 0% is about no effect
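Using a no-wash calcium dye in inducible, force-coupled HEK293 Trex cells expressing D2, we tracked fluorescence each second for 180 s after compound, then for 180 s after EC20 dopamine to detect augmented signalling.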
D1 agonist: agonists of human D1 dopamine receptor; HEK293 T-REx D1 cells, calcium flux, agonist mode; activation, % at 2 µM; 1% of 360,000 active; also: 0% is about no effect
Target sequence (P21728 whole entry, looked up): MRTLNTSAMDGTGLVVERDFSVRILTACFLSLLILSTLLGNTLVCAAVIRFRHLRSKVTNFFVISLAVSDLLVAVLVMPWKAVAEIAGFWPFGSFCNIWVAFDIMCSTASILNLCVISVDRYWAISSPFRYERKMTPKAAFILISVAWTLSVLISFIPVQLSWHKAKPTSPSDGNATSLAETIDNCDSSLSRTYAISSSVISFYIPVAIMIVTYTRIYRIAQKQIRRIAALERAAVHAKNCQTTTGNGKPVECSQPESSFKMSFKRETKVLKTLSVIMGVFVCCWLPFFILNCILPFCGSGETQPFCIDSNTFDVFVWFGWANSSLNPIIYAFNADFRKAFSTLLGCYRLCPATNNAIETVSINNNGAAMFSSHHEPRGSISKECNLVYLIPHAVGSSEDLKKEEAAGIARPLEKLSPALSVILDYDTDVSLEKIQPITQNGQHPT
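Inducible HEK293 T-REx D1 cells, force-coupled to calcium signalling, were plated at 4000 cells/well with tetracycline and held overnight at 30 C. After no-wash calcium dye loading, compound-evoked calcium rise over 180 s flagged agonists.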
RXFP1 antag: blocks the human relaxin receptor RXFP1; Q9HBX9; HEK293-RXFP1, relaxin-stimulated cAMP HTRF, 30 min; stronger effect = lower value; activity change, negative = inhibition, % at 57.5 µM; 0.59% of 350,000 active; AID 1259400;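 active = activity change of -60% or lower, but not beyond a set lower limit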; also: % is scaled to controls: 0 for no effect and ±100 for the full control effect
D2 agonist: activates the human D2 dopamine receptor; P14416; 0.53% of 340,000 active; HEK293 T-REx D2 cells, calcium flux agonist mode; activation, % at 2 µM; AID 485358;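 active = activation over 3 SD above normal in the single-dose calcium agonist read, cut at about 30% in these data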; also: 0% is about no effect
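Calcium-flux readout, 1 cycle/sec over 180 s following compound pin transfer, in inducible HEK293 Trex D2 cells (force-coupled); dopamine controls included. Positive calcium responses during this window marked compounds as potential agonists.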
TRHR enhancer: allosterically enhances the human TRH receptor; TRHR cells, fluo-8 calcium fluorescence, EC20 TRH enhancement; enhancement, % at 2 µM; 0.66% of 360,000 active; AID 493056; in the data active = enhancement above about 30%; also: 0% is about no effect
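TRHR-expressing cells loaded with fluo-8 calcium dye were read kinetically (ex 480/em 530) during compound addition, then stimulated with an EC20 of TRH (10 nM final). Enhancement of the Gq-mediated intracellular calcium response was scored.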
D1 antagonist: antagonists of human D1 dopamine receptor | 3.2% of 360,000 active | HEK293 TREx D1 cells, calcium flux, dopamine EC80; stronger effect = lower value | P21728 | AID 504652 | activity change, negative = inhibition, % at 10 µM; in the data active = activity change below about -30%; also: % is scaled to controls: 0 for no effect and ±100 for the full control effect
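Compound effects on dopamine-evoked calcium signalling were measured in tetracycline-induced HEK293 Trex D1 cells. Dopamine at EC80 followed a 180 s compound pre-read, and fluorescence was tracked kinetically for 180 s more.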
D1 PAM: human D1 dopamine receptor positive modulation | 0.036% of 360,000 active | HEK293 TREx D1 cells, calcium flux, dopamine EC20 potentiation | potentiation, % at 10 µM; in the data active = potentiation above about 30%; also: 0% is about no effect
TRHR agonist: activates the human TRH receptor; TRHR cells, calcium flux fluo-8, FDSS agonist mode; activation, % at 2 µM; 0.18% of 360,000 active; also: 0% is about no effect
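Steps: seed TRHR cells overnight; add fluo-8 no-wash Ca dye, RT 30 min–1.5 h; record 10 s baseline; pin-transfer compounds; monitor fluorescence 1 cycle/s for the agonist window. Calcium increases flag candidate agonists.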
Active calls of the source: *; x = not tested or not shown; & = joins results of further samples. Rule as the data show it, unless noted: active = activation above about 30%; inactive = the rest. An unsorted share of the library; any-hit rate near 7.1%.

SMILES	D2 antagonist	D2 PAM	D1 agonist	RXFP1 antag	D2 agonist	TRHR enhancer	D1 antagonist	D1 PAM	TRHR agonist
Cc1ccc(C)c(NC(=O)CSc2nc(C)cs2)c1	14	-2	0	-19	0.1	-2	11	-1	-0.4
Cc1cc(NC(=O)CS(=O)(=O)c2cn(Cc3ccc(F)cc3)c3ccccc23)no1	-6	3	6	12	0.4	0	-39*	-3	-0.2
O=C(Nc1cccc(F)c1)/C(=C/c1ccco1)NC(=O)c1ccco1	-27	-2	2	-4	-0.1	-3	-5	-11	-0.8
CCN(CC)C(=O)COc1c(-c2ccco2)oc2ccccc2c1=O	-3	-2	2	9	0.4	11	-5	2	-0.1
Cc1ccc(C)c(Cn2c(C3CC(=O)N(c4ccccc4C)C3)nc3ccccc32)c1 (centres undefined)	x	6	5	x	-1.7	3	-10	-3	-0.9
O=C(Nc1ccc(F)cc1F)c1cc(-c2ccccc2O)no1	x	5	-1	-17	0.1	15	-3	-3	-0.8
CNC(=O)N(O)C1N(C)C(=O)N(CC(=O)OC)C1(C)C (centres undefined)	-10	-17	1	13	0.4	-4	10	-5	0.1
COc1ccc(OCC2c3cc(OC)c(OC)cc3CCN2C(=O)c2c(F)cccc2F)cc1 (centres undefined)	x	16	6	x	-0.8	-3	13	-1	-0.1
CS(=O)(=O)c1cnc(-c2ccccc2)nc1-c1ccccc1Cl	-28	15	3	-26	0.5	-1	-5	2	-1.4
COC(=O)Cn1c(=NC(=O)c2cc(OC)cc(OC)c2)sc2cc(OC)ccc21	-8	2	4	19	-1.3	-4	4	-8	0.2
COc1ccc(N2CC(C(=O)Nc3ccc(NC(C)=O)cc3)CC2=O)cc1 (centres undefined)	x	-2	3	12	-0.7	4	2	0	-0.8
Cc1nnc(NC(=O)C2CC(=O)N(c3ccc4c(c3)OCCO4)C2)s1 (centres undefined)	9	-12	2	8	0.4	35*	1	-7	0.1
CC(=O)Nc1ccc(S(=O)(=O)Nc2cc(S(=O)(=O)N3CCCCC3)ccc2O)cc1	-8	-3	1	-5	0.1	7	-12	-1	0.7
COc1cccc(CC(=O)Nc2nc(-c3cc(OC)ccc3OC)cs2)c1	23	1	4	-8	-0.5	-3	-2	-4	0.4
Cc1ccc(-c2nc3c4ccccc4n(Cc4cccc(Cl)c4)c(=O)n3n2)cc1	x	6	1	7	0.4	-1	-15	-2	0.2
Nc1nc(NC(=O)C(Cl)(Cl)Cl)nn1-c1ccccc1	4	-3	0	4	0.0	2	13	-4	-0.1
CCCOc1ccc(C2c3c(oc4cc(C)c(C)cc4c3=O)C(=O)N2CCCN(C)C)cc1 (centres undefined)	-8	-6	1	3	0.8	2	5	-3	0.5
CCCC1=C(C(=O)OCC)C(c2ccccc2OCC)NC(=O)N1C (centres undefined)	-3	-17	4	7	0.1	-3	-11	-7	1.0
c1ccc(CCCCN2CCN=C2Nc2ccccc2)cc1	0	9	5	x	0.4	32*	3	1	0.2
Cc1cc(=O)n(Cc2ccccc2Cl)c2c1c(C)nn2-c1ccccc1	x	8	6	-14	-0.8	1	9	-4	1.1
COc1ccccc1OCC(=O)NCC1CCCN(Cc2cnn(C(C)C)c2)C1 (centres undefined)	-3	3	1	-1	-0.4	24	4	0	-0.3
Cc1nc(Cl)sc1C(=O)Nc1ccccc1Cl	-8	6	1	0	-0.8	-5	7	-2	0.0
CCCCNC(=S)NNC(=O)c1csc2ccccc12	20	-9	1	23	0.3	-9	-6	-3	-0.2
O=C(C1=C[C@@H](c2ccc(Br)cc2)C[C@@H](OCCCCO)O1)N1CCN(Cc2ccc3c(c2)OCO3)CC1	-7	-7	24	x	0.3	-5	-28	-2	0.9
O=C(CNc1cccc(S(=O)(=O)N2CCCC2)c1)Nc1ccc(F)cc1F	2	-9	2	-10	0.3	-3	-7	3	-0.5

D1 antagonist: hit marks shown above
mol	D2 antagonist	D2 PAM	D1 agonist	RXFP1 antag	TRHR enhancer	D1 antagonist	D1 PAM
Cc1cc(NC(=O)CS(=O)(=O)c2cn(Cc3ccc(F)cc3)c3ccccc23)no1	-6	3	6	12	0	-39*	-3

Ordered by heavy-atom count (largest number first): part of the list above.
SMILES	D2 antagonist	D2 PAM	D1 agonist	RXFP1 antag	D2 agonist	TRHR enhancer	D1 antagonist	D1 PAM	TRHR agonist
COc1ccc(OCC2c3cc(OC)c(OC)cc3CCN2C(=O)c2c(F)cccc2F)cc1 (centres undefined)	x	16	6	x	-0.8	-3	13	-1	-0.1
CC(=O)Nc1ccc(S(=O)(=O)Nc2cc(S(=O)(=O)N3CCCCC3)ccc2O)cc1	-8	-3	1	-5	0.1	7	-12	-1	0.7
COC(=O)Cn1c(=NC(=O)c2cc(OC)cc(OC)c2)sc2cc(OC)ccc21	-8	2	4	19	-1.3	-4	4	-8	0.2
O=C(CNc1cccc(S(=O)(=O)N2CCCC2)c1)Nc1ccc(F)cc1F	2	-9	2	-10	0.3	-3	-7	3	-0.5
CS(=O)(=O)c1cnc(-c2ccccc2)nc1-c1ccccc1Cl	-28	15	3	-26	0.5	-1	-5	2	-1.4
CNC(=O)N(O)C1N(C)C(=O)N(CC(=O)OC)C1(C)C (centres undefined)	-10	-17	1	13	0.4	-4	10	-5	0.1
Cc1ccc(C)c(NC(=O)CSc2nc(C)cs2)c1	14	-2	0	-19	0.1	-2	11	-1	-0.4

Some of these compounds in order of their number in D2 antagonist, ascending.
mol | D2 antagonist | D2 PAM | D1 agonist | RXFP1 antag | TRHR enhancer | D1 antagonist | D1 PAM
CNC(=O)N(O)C1N(C)C(=O)N(CC(=O)OC)C1(C)C (centres undefined) | -10 | -17 | 1 | 13 | -4 | 10 | -5
Cc1cc(NC(=O)CS(=O)(=O)c2cn(Cc3ccc(F)cc3)c3ccccc23)no1 | -6 | 3 | 6 | 12 | 0 | -39* | -3
CCN(CC)C(=O)COc1c(-c2ccco2)oc2ccccc2c1=O | -3 | -2 | 2 | 9 | 11 | -5 | 2
Cc1ccc(C)c(NC(=O)CSc2nc(C)cs2)c1 | 14 | -2 | 0 | -19 | -2 | 11 | -1

Next part
SMILES	D2 antagonist	D2 PAM	D1 agonist	RXFP1 antag	D2 agonist	TRHR enhancer	D1 antagonist	D1 PAM	TRHR agonist
Cc1c(NCc2ccncc2)cccc1C(=O)O	-11	-1	-4	1	-0.3	0	9	6	0.4
Cc1csc(NC(=O)c2ccc(-c3ccc(Cl)cc3Cl)o2)n1	x	x	-1	-22	x	0	-7	5	-0.3
CCOC(=O)CSc1nc2cc3c(cc2cc1C#N)OCO3	x	x	6	0	x	-1	3	-4	0.9
COc1ccc(S(=O)(=O)N2CCN(c3cc(-c4ccccc4)nc4ncnn34)CC2)cc1	5	4	1	-2	0.1	-5	-14	-11	-0.7
COC(=O)c1ccc(Cn2nc(-c3ccc(C)c(C)c3)ccc2=O)cc1	5	-1&9	6&10	-7&-24	0.9	-5&0	-6&-9	0&0	-0.9&0.6
COc1ccc(-c2cc(C(F)(F)F)nc(SCCC(=O)NCc3ccccc3)n2)cc1	-6	-11	11	-13	2.2	-4	5	-1	0.6
O=C(CSc1n[nH]c(=O)n1Cc1ccco1)Nc1ccccc1Cl	-1	6	6	17	-2.2	12	11	-2	-1.1
COC(=O)c1ccc(C23CC4(C2)[C@H](CN(Cc2cccnc2)[C@@H]4c2ccccc2)C3c2ccc(C(F)(F)F)cc2)cc1 (some centres undefined)	-12	-5	10	x	0.4	2	-8	3	0.5
COc1ccc(C(=O)Cn2cnc3ccc(Cl)cc3c2=O)cc1F	-1	4	3	-8	-0.6	-1	6	2	0.1
COc1ccc(C(=O)/C=C/Nc2ccc([N+](=O)[O-])cc2)cc1	12	-9	7	x	0.4	28	4	0	-0.6
COCCCNS(=O)(=O)c1cccc(S(=O)(=O)c2cccc(S(=O)(=O)NCCCOC)c2)c1	2	0	1	3	-0.2	3	-2	-8	-1.0
CS(=O)(=O)N1CCc2cc(C(=O)Nc3ccc(O)cc3)ccc21	6	-3	2	-19	0.2	-2	-4	-4	0.0
COc1cc(C2c3[nH]c4ccccc4c3C[C@H]3C(=O)N(CCO)CC(=O)N23)cc(OC)c1OC (some centres undefined)	9	-4	1	7	0.5	9	-14	-3	0.1
CCOC(=O)c1ccc(Oc2nc(N(C)C)nc(N3CCOCC3)n2)cc1	0	4	-1	0	-0.1	0	0	-4	0.3
CC1(C)CC2(CC(C)(C(=O)CSc3nc4ccccc4s3)OC2=O)C(=O)O1 (centres undefined)	6	12	9	-4	0.2	-2	-8	1	1.0
Cc1ccc(S(=O)(=O)NNC(=O)C2CCN(S(=O)(=O)c3ccc(C)cc3)CC2)cc1	x	-7	3	-3	x	-4	1	-2	0.1
O=C1Nc2cc(Cl)c(Cl)cc2N(O)N1c1ccccc1Cl	1	3	5	-16	-0.5	-5	-7	-3	0.0
C=CCNC(=O)CSc1nc2sccc2c(=O)n1-c1ccccc1	-3	2	0	2	-1.9	4	-8	-6	0.3
CCOc1ccc2nc(N3C(=O)C(O)=C(C(=O)c4ccco4)C3c3ccco3)sc2c1 (centres undefined)	8	11	6	-2	-0.2	2	-1	-2	0.4
COCCn1c(SCC(=O)OCc2ccccc2)nc2c1c(=O)[nH]c(=O)n2C	2	-1	3	-11	0.0	-5	7	-7	-0.7
COc1ccc(C(=O)NCCCc2ccccc2)cc1OC	-6	12	2	0	0.7	1	9	1	-0.4
c1ccc(CCn2nnnc2C(c2cccnc2)N2CCOCC2)cc1 (centres undefined)	-7	1	1	-15	2.2	0	15	-2	0.8
Cc1ccc(-c2nc(S(=O)(=O)c3ccc(C)cc3)c(SCC(=O)NC3CCCCC3)o2)cc1	x	-9	0	-5	-0.8	-2	3	1	0.4
CCN(CC)CCCNC(=O)Cn1ncn2cccc2c1=O	6	8	1	9	1.3	-2	5	0	0.5
COc1ccccc1CNC(=O)c1ccc(-c2ccccc2C(F)(F)F)o1	-6	2	9	x	1.4	-3	-4	-4	0.1

The list goes on:
SMILES	D2 antagonist	D2 PAM	D1 agonist	RXFP1 antag	D2 agonist	TRHR enhancer	D1 antagonist	D1 PAM	TRHR agonist
Cc1occc1-c1nnc(SCC(=O)N2CCN(c3ccc(F)cc3)CC2)n1C	0	-1	0	-4	0.4	-5	0	-4	0.0
O=C(CN(c1ccc(Cl)c(C(F)(F)F)c1)S(=O)(=O)c1ccccc1)Nc1cccnc1	x	4	1	2	-0.4	3	5	-1	-0.2
CC(C1CC1)N(Cc1ccccc1)C(=S)Nc1ccccc1Cl (centres undefined)	9	1	6	-1	-0.5	-1	-4	-3	0.3
CN(C)S(=O)(=O)c1ccc(N2CCCC2)c(C(=O)NNC(=O)COc2ccccc2F)c1	57*	-5	2	-2	1.0	2	1	0	-0.2
Cc1nc(SCC(=O)Nc2ccc(OCc3ccccc3)cc2)n[nH]1	4	11	9	-2	0.6	9	-7	-8	-0.3
Cc1ccc(-n2nnc3c(=O)n(CC(=O)OCc4ccccc4)cnc32)cc1	-7	-6	-2	7	-1.0	0	-6	-8	-0.3
